PhoP GFP inhibition: Inhibition of PhoP regulon, Salmonella typhi GFP reporter cells, confirmation, 4 h (AID 1850); Salmonella Typhi PhoP-promoter GFP reporter, fluorescence, 4 h; higher % means a stronger effect; inhibition, % at 50 µM, or IC50 in µM where a hit was titrated; actives 0.33% (n = 310,000); in the data active = a potency from the dose series; inconclusive = inhibition mostly from about 25% at the one dose, without a potency; inactive = the rest, 99 in 100 with inhibition below about 19%;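 note: 0% = induced wells with vehicle and 100% = uninduced wells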
inhibitors of VEEV: inhibitors of VEEV TC-83 cytopathic effect, confirmation, Vero cells (AID 588727); Vero cells, VEEV TC-83 cytopathic effect inhibition; higher % means a stronger effect; actives 0.13% (n = 350,000); one-dose inhibition, % at 20 µM; IC50 in µM for titrated hits; in the data active = a potency from the dose series; inconclusive = inhibition mostly from about 14% at the one dose, without a potency; inactive = the rest, 99 in 100 with inhibition below about 12%; note: strong numbers were not always called active
M. tuberculosis HTS: M. tuberculosis growth inhibition, HTS (AID 449762); M. tuberculosis H37Rv growth inhibition, 7H9 media; higher % means a stronger effect; inhibition, % at 25 µM; hits with a dose series show IC50 in µM; actives 0.59% (n = 330,000); in the data active = a potency from the dose series; inconclusive = inhibition above about 70% without an active follow-up result;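 note: bacterial growth assessed after seven days of incubation; strong numbers were not always called active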
M. tuberculosis: growth inhibition of non-replicating M. tuberculosis (AID 488890); Mycobacterium tuberculosis non-replicating, growth inhibition; higher % means a stronger effect; inhibition, % at 25 µM; hits with a dose series show IC50 in µM; actives 0.39% (n = 320,000); in the data active = a potency from the dose series; inconclusive = inhibition mostly from about 82% at the one dose, without a potency; inactive = the rest, 99 in 100 with inhibition below about 76%;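 note: plate controls were DMSO cells for no effect and high antibiotic wells for full effect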
H1N1 NS1A inhibition: H1N1 influenza NS1A inhibitors, functional cell based assay (AID 504329) | actives 0.3% (n = 340,000) | one-dose inhibition, % at 12.5 µM; IC50 in µM for titrated hits | NS1A functional cell-based assay, percent inhibition; higher % means a stronger effect; in the data active = a potency from the dose series; inconclusive = inhibition above about 27% without an active follow-up result; note: strong numbers were not always called active
inhibitors of VEEV 10K pilot screen: also measured in inhibitors of VEEV; calls as there; inhibition, %; measured here: 10K pilot screen inhibition
An asterisk follows results filed as active; i = inactive; ? = inconclusive; . = not tested or not shown.

SMILES	PhoP GFP inhibition	inhibitors of VEEV	M. tuberculosis HTS	M. tuberculosis	H1N1 NS1A inhibition	others
O=C(CCc1ccccn1)NC1CCCc2c1cnn2-c1ccc(F)cc1F (stereo not given)	-13%	3.4%	-2%	17%	-13%
Cc1ccc(CCNC(=O)C2CCCN(S(=O)(=O)c3cnc[nH]3)C2)cc1 (stereo not given)	-4%	0.7%	-3%	9%	-11%
O=S(=O)(c1ccc(F)cc1)N1CCN(Cc2nnc(-c3ccccc3)o2)CC1	.	1.3%	-8%	30%	-1%
Cn1c(SCc2ccccc2Cl)nc(C(F)(F)F)cc1=O	-8%	2.6%	6%	14%	0%
CCc1ccccc1NC(=S)N1CCC(NC(=O)c2ccc(OC)cc2)CC1	-19%	1.8%	-4%	-19%	-22%
O=C1c2ccccc2C(=O)N1c1n[nH]c(CCc2ccccc2)n1	-1%	0.2%	-6%	-19%	1%
COc1ccc(N(CC(=O)N/N=C/c2cc3ccc(OC)cc3nc2Cl)S(=O)(=O)c2ccccc2)cc1	4%	.	-5%	6%	.
CCCCCCn1c(O)c(/C=C2\C=NN=C2c2ccccc2)sc1=S	-1%	2.9%	5%	6%	-1%
CCOC(=O)N1CCC(NC(=O)C2CCC(Cn3c(=O)[nH]c4ccccc4c3=O)CC2)CC1 (stereo not given)	-9%	7.5%	-10%	6%	1%
COc1ccc(-n2nnc3c(=O)n(CC(=O)N4CCC(C)CC4)cnc32)cc1	7%	0.9%	-5%	-7%	-5%	inhibitors of VEEV 10K pilot screen=0.3
O=C(NNC(=O)c1ccccc1Br)c1cnccn1	.	3.4%	2%	24%	-6%
Cc1c(Br)c([N+](=O)[O-])nn1CC(=O)N(C)Cc1ccccc1	-1%	7.4%	-6%	11%	-2%
Cc1ccc(NC(=O)Cn2ccnc2)cc1C	-4%	0.4%	4%	3%	-13%
Cc1ccc(-c2c[n+]3c(n2-c2ccccc2)SCC3)cc1	12%	i	27%	22%	-2%
O=C(COC(=O)c1ccc(O)cc1O)NC12CC3CC(CC(C3)C1)C2	.	8.4%	6%	1%	-3%
FC(F)(F)c1nnc2n1N=C(c1cccs1)CS2	3%	2.4%	10%	4%	-5%
Cc1csc(NC(=O)CSc2nnc(-c3ccncc3)o2)n1	-2%	7.3%	1%	20%	8%
O=C(O)c1cccc(N2C(=O)C3CC=C(Cl)CC3C2=O)c1 (stereo not given)	-6%	1.2%	-1%	7%	8%
COc1cc(/C=C2\N=C(c3ccccc3)OC2=O)ccc1OCc1c(C)no[n+]1[O-]	9%	2.4%	9%	?	-1%
CCn1c(C)nc2cc(OC)ccc21	8%	1.0%	-2%	-5%	3%
Cc1c(C(=O)NCCCN2CCCC2=O)oc2c(Cl)cccc12	0%	3.1%	-4%	-2%	-10%
CC(=O)c1c(C)[nH]c(C(=O)Nc2cccc(C#N)c2)c1C	0%	2.9%	-1%	-4%	3%
C(=N/n1c2ccccc2c2ccccc21)/c1ccco1	-3%	4.8%	7%	53%	-3%
O=C(NCCN1C(=O)S/C(=C/c2ccccc2)C1=O)C1CCCN1C(=O)c1cccs1 (stereo not given)	-13%	1.6%	-3%	16%	-2%
Cc1nn(Cc2c(Cl)cccc2Cl)c(C)c1NC(=O)CCCn1nc([N+](=O)[O-])c(Cl)c1C	-2%	i	4%	25%	4%	inhibitors of VEEV 10K pilot screen=0.0
CN(C)CCCN(C(=O)c1ccc(S(=O)(=O)N(C)C2CCCCC2)cc1)c1nc2ccc(Br)cc2s1	-2%	6.2%	-13%	31%	23%
Cn1nc(C(F)(F)F)c(/C=N/OC(=O)c2ccccc2)c1SCc1ccc(Cl)cc1	0%	i	1%	1%	2%
O=C(Nc1ccc(S(=O)(=O)N2CCCCC2)cc1)c1ccc(=O)[nH]c1	.	1.7%	1%	-13%	1%
CN(CC(=O)Nc1c(Cl)cccc1Cl)C(=O)CNC(=O)C1CCCCC1	-5%	i	-10%	4%	-2%
O=C1CSC(c2cccnc2)N1Cc1ccc(Cl)cc1 (stereo not given)	8%	7.5%	-12%	0%	0%
CCN1C(=O)[C@H]2[C@@H](c3ccc(-c4cccc(Cl)c4)c(OC)c3)N[C@@](Cc3ccccc3)(C(=O)OC)[C@H]2C1=O	-8%	i	0%	7%	0%
Cc1ccc(S(=O)(=O)NC(=O)C2CCCCC2)cc1	.	0.3%	-5%	9%	-10%
O=C1CCCc2nc(N3CCN(Cc4ccccc4)CC3)ncc21	-9%	i	-5%	-7%	-2%
CCC(=O)c1ccc(OCC(=O)Nc2cc(S(=O)(=O)N3CCCCC3)ccc2N2CCN(CC)CC2)cc1	-5%	2.2%	1%	18%	5%
COC(=O)c1ccc(COc2c(F)c(F)cc(F)c2F)o1	1%	0.9%	10%	?	-4%
COC(=O)c1ccccc1OCC(=O)NC1CCCCC1	-10%	3.0%	1%	17%	1%
OCCCNc1ncnc2sc(-c3ccccc3)cc12	7%	11%	48%	14%	-12%
Cc1c(NC(=O)C(C)OC(=O)COc2ccccc2)c(=O)n(-c2ccccc2)n1C (stereo not given)	1%	2.1%	5%	-4%	-3%
COc1cc2ccccc2cc1C(=O)Nc1ccc(NC(=O)c2cccs2)cc1	10%	6.5%	5%	-6%	0%
Cc1ccccc1N1C(=O)CC2(CCCC2)CC1=O	-6%	0.0%	0%	-5%	-3%
CCn1cc(CNC(=O)c2ccc3nc(Cc4ccc(OC)cc4)oc3c2)cn1	3%	2.7%	-8%	20%	3%
COc1cccc(Oc2cncnc2-c2ccc(OC)cc2O)c1	-4%	3.0%	5%	26%	2%
Cc1csc2nc(NC(=O)c3ccccc3)sc(=O)c12	2%	i	14%	45%	.
N#CCC(=O)N/N=C/c1ccc(Cl)cc1	7%	0.2%	69%	11%	2%
COc1cccc(OC)c1C(=O)NCCc1ccccc1	2%	0.1%	-9%	-10%	2%
COc1cnc(-c2ccccc2)nc1Oc1ccc(C(C)(C)C)cc1	4%	i	-2%	21%	1%
O=C(c1cccc(Cl)c1)N1CCC(C(=O)N2CCN(Cc3ccccc3)CC2)CC1	-6%	1.1%	-11%	4%	-7%
CCCCCCC(=O)Nc1nc(C)c(-c2csc(Nc3cccc(OC)c3)n2)s1	-8%	4.6%	34%	-10%	10%
Cc1ccc(N2C(=O)c3ccccc3NC2(C(=O)O)c2ccccc2)cc1Cl (stereo not given)	-3%	i	-2%	-1%	-4%
Cc1ccc(C(=O)Nc2ccc(S(=O)(=O)NC3=NCCCCC3)cc2)c(C)c1	-5%	3.0%	13%	13%	-9%
Cc1csc(N(C(=O)c2cccc(S(=O)(=O)N(C)C)c2)c2ccccc2)n1	-1%	i	1%	38%	7%
COc1ccc(C(=O)NC2CCCc3c2cnn3-c2cc(F)cc(F)c2)c(OC)n1 (stereo not given)	-5%	0.4%	6%	6%	5%
CN1C(=O)/C(=C2\SC(=S)N(CCCCCC(=O)O)C2=O)c2ccccc21	6%	1.7%	0%	33%	0%
Cc1cccc(NC(=O)CCNC(=O)c2ccc(Br)cc2)c1	13%	1.6%	5%	80%	1%
CCC(CC)C(=O)Nc1cccc(C(=O)N2CCCCCC2)c1	-6%	0.8%	6%	10%	-11%
CCOc1ccc2nc(/N=C/c3nc(-c4ccc(Br)cc4)oc3O)sc2c1	-25%	4.8%	?	?	-3%
Cc1ccc2c(c1)CCCN2C(=O)Nc1ccc2c(c1)OCO2	3%	1.8%	-3%	23%	0%
CCCc1cc(=O)[nH]c(SCC(=O)NCCN2C(=O)CSC2=O)n1	.	0.3%	-4%	-7%	-11%
CCCCc1ccc(NC(=S)N2CCN(C(=O)c3ccco3)CC2)cc1	5%	7.5%	8%	64%	-3%
Cc1cccc(C)c1-n1cccc1/C=C1\SC(=S)N(c2cccc(C(=O)O)c2)C1=O	-11%	2.4%	6%	4%	-2%

Sorted by length of the SMILES (lowest first): part of the list above
SMILES	PhoP GFP inhibition	inhibitors of VEEV	M. tuberculosis HTS	M. tuberculosis	H1N1 NS1A inhibition	others
Cc1cccc(NC(=O)CCNC(=O)c2ccc(Br)cc2)c1	13%	1.6%	5%	80%	1%
Cc1ccc2c(c1)CCCN2C(=O)Nc1ccc2c(c1)OCO2	3%	1.8%	-3%	23%	0%
Cc1ccc(N2C(=O)c3ccccc3NC2(C(=O)O)c2ccccc2)cc1Cl (stereo not given)	-3%	i	-2%	-1%	-4%
O=C(c1cccc(Cl)c1)N1CCC(C(=O)N2CCN(Cc3ccccc3)CC2)CC1	-6%	1.1%	-11%	4%	-7%

Additional records.
SMILES	PhoP GFP inhibition	inhibitors of VEEV	M. tuberculosis HTS	M. tuberculosis	H1N1 NS1A inhibition	others
COc1ccccc1Nc1nnc(SCC(=O)NC(=O)Nc2ccc3c(c2)OCCO3)s1	-4%	0.2%	-7%	-6%	-7%
N#C/C(=C/c1ccccc1[N+](=O)[O-])c1nnc2n1CCCCC2	-4%	3.5%	-6%	10%	-14%
COc1ccc(S(=O)(=O)N2CCOCC2)cc1NC(=O)CCCOc1ccccc1	.	4.0%	-8%	9%	-17%
Cc1ccc(OCC(=O)N2N=C(C(F)(F)F)CC2(O)C(C)(C)C)cc1C (stereo not given)	-4%	11%	5%	29%	-5%
O=C(CCn1nc(-c2ccc(Cl)cc2)c2ccccc2c1=O)NN1CCOCC1	-4%	0.5%	9%	0%	.
Clc1ccccc1C1CC(c2ccccc2)Nc2ncnn21 (stereo not given)	-1%	0.4%	-1%	57%	-6%
Cc1ccc(O)c(NC(=O)c2noc(C(C)C)c2[N+](=O)[O-])c1	-3%	1.1%	-2%	20%	-3%
Cc1ccc(N)cc1-n1c(C)ccc1C	-3%	i	6%	42%	-11%
CCOc1ccc(/C(CCC(=O)O)=N/NC(=S)NC(C)C)cc1	11%	1.0%	0%	9%	-5%
COc1ccccc1CCNS(=O)(=O)c1ccc(C(=O)O)n1C	0%	0.1%	0%	-2%	2%
COc1cc([C@@H]2CC=C(C(=O)O)[C@H](c3ccc(C)cc3)N2S(=O)(=O)c2ccc(C)cc2)cc(OC)c1OC	.	1.9%	0%	2%	-5%
COc1ccc(/C=C(/NC(=O)c2ccccc2OC)C(=O)Nc2ccc(C(=O)O)cc2)cc1	3%	7.0%	-3%	15%	20%
CCCCNC(=O)c1c(N)n(/N=C/c2ccccn2)c2nc3ccccc3nc12	7%	.	5%	-6%	.
COc1cccc(CN(C)C(=O)c2cc(-c3ccc(F)cc3)nc3ccccc23)c1	-2%	5.3%	-7%	-1%	-9%
Cc1ccc(NC(=O)c2sc3nc(N4CCOCC4)c4c(c3c2N)CC(C)(C)OC4)cc1	0%	i	9%	13%	1%

In the list so far, these have a cyano group.
SMILES	PhoP GFP inhibition	inhibitors of VEEV	M. tuberculosis HTS	M. tuberculosis	H1N1 NS1A inhibition	others
CC(=O)c1c(C)[nH]c(C(=O)Nc2cccc(C#N)c2)c1C	0%	2.9%	-1%	-4%	3%
N#CCC(=O)N/N=C/c1ccc(Cl)cc1	7%	0.2%	69%	11%	2%
N#C/C(=C/c1ccccc1[N+](=O)[O-])c1nnc2n1CCCCC2	-4%	3.5%	-6%	10%	-14%

The listing continues.
SMILES	PhoP GFP inhibition	inhibitors of VEEV	M. tuberculosis HTS	M. tuberculosis	H1N1 NS1A inhibition	others
Cc1ccccc1NC(=O)CN1C(=O)N/C(=C\c2ccc(N3CCOCC3)c(F)c2)C1=O	14%	0.2%	4%	-5%	-8%
c1cnc2ccc3c(c2c1)COCO3	.	0.1%	.	.	-27%
COc1ccc(NC(=O)Cc2nnc(SCC(=O)NC3=NCCS3)n2C)cc1	-1%	0.5%	-9%	-1%	-6%
CCN(CC)S(=O)(=O)c1ccc(NS(=O)(=O)c2ccc3oc(=O)[nH]c3c2)cc1	1%	0.2%	1%	-1%	6%
CN(CC(=O)NCCc1ccc(F)cc1)CC(=O)Nc1ccc(F)c(F)c1F	.	0.3%	.	.	6%
Cc1ccc(C)c(S(=O)(=O)N2CCN(C(=O)c3ccc(C)s3)CC2)c1	-8%	5.8%	-3%	4%	-3%
CCS(=O)(=O)c1nc(S(=O)(=O)c2ccc(Cl)cc2)c(N2CCC3(CC2)OCCO3)s1	4%	2.4%	4%	3%	3%
COc1ccc(C(=O)NC(C)c2nnc(SCC(=O)NC3=NCCS3)n2C)cc1 (stereo not given)	3%	0.0%	-5%	-16%	6%
COc1ccc(S(=O)(=O)Nc2ccccn2)cc1	0%	0.1%	2%	-1%	-3%
COc1ccc(NC(=O)CN(C)CC(=O)c2c(C)[nH]c3ccccc23)cc1	.	1.4%	4%	31%	4%
CN(C(=O)COC(=O)c1ccccc1C(=O)N(C)c1ccccc1)c1ccccc1	-6%	1.2%	9%	13%	15%

Screens from PubChem BioAssay.

Outcome played no part in choosing rows. Share with any hit: about 1.4%.
